Screens deposited in PubChem by several laboratories.
PP5 primary: inhibitors of human protein phosphatase 5 (PP5). P53041. purified PP5c, OMFP substrate fluorescence. inhibition, % at 6.7 µM. actives 0.18% (n = 320,000). AID 1987;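 active means inhibition above the campaign's mean inhibition across all tested compounds plus 3 SD, cut at about 9.5% in these data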;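 further: 0% = DMSO only and 100% = 100 µM cantharidin control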
Target sequence (P53041 whole entry, looked up): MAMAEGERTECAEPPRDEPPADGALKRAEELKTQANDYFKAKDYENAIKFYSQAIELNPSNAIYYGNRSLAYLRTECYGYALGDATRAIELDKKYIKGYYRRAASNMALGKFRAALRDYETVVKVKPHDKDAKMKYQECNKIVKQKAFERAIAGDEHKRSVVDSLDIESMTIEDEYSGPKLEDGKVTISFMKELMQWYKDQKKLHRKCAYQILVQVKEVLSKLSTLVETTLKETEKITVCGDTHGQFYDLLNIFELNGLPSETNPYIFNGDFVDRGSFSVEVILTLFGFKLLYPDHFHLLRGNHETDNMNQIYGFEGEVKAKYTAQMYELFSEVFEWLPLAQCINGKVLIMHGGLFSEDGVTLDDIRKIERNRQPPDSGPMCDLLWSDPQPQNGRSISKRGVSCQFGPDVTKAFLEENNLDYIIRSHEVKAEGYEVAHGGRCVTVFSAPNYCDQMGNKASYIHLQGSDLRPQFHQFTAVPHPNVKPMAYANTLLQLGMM
PP1 counter: PP1-alpha (human) inhibition in PP5 counter-screen. purified PP1alpha, OMFP fluorescence. actives 0.9% (n = 320,000). inhibition, % at 6.7 µM. AID 2235. P62136;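 active means inhibition above the mean inhibition of all tested compounds plus 3 SD, computed separately for each screening campaign, cut at about 15% in these data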
Target sequence (P62136 whole entry, looked up): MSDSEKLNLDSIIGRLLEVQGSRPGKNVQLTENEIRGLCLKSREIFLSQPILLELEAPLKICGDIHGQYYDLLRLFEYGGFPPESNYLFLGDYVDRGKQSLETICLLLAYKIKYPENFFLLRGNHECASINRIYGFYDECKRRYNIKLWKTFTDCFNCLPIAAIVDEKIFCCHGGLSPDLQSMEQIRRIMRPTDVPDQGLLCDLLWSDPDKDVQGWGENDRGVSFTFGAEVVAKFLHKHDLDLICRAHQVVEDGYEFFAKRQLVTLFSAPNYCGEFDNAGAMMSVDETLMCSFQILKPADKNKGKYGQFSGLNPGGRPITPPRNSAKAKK
VLA-4 inh: inhibition in a human VLA-4 binding assay | VLA-4 expressing cells, ligand binding flow cytometry | P13612 | actives 0.2% (n = 330,000) | inhibition, % (about 7 µM as worked out from the volumes in the protocol) | AID 2557; in the data active means inhibition above about 50%
procasp7 counter: activates human procaspase-7, counter-screen for procaspase-3 activators. activation, % at 8.5 µM. recombinant procaspase-7, Ac-DEVD-pNA absorbance 405 nm; D23A/D198A/D206A triple mutant, cannot self-cleave; scale: DMSO 0, 5 µM enzyme 100. P55210. AID 463210. actives 0.093% (n = 330,000);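 active means percent activation above the screen-wide mean plus 3 SD, cut at about 25% in these data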
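Test system: Procaspase-7 triple mutant (PC-7 D3A). Also added: Ac-DEVD-pNA substrate, 400 µM as added. Schedule: 1 h enzyme–compound preincubation and 2 h substrate reaction, both 25 °C. Signal: p-Nitroaniline absorbance at 405 nm, read at 0 and 120 min. Control set: low DMSO alone, high DMSO plus 5 µM PC-7.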
GRK2 aptamer HTS: inhibitors of human GRK2 displacing RNA aptamer; actives 0.59% (n = 330,000); bead flow cytometry, FAM-aptamer displacement from GRK2; AID 488847; inhibition of aptamer binding, % at 10 µM;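 active means inhibition of aptamer binding above 40%, roughly 3 SD of noise, on plates passing a quality check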;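 further: median bead fluorescence of bound FAM aptamer so fluorescent compounds give negative values; no value below 0 was filed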
core dimer inh: HCV core protein dimerization inhibition; actives 0.33% (n = 300,000); TR-FRET GST/Flag-core106 dimerization, 1536-well; inhibition, % at 5 µM;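 active means inhibition above the mean of all tested compounds plus 3 SD, set per screening campaign, cut at about 45% in these data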
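assay system = GST-tagged and Flag-tagged HCV core protein residues 1-106 | controls = unlabelled core106 and no-GST-core106 wells | incubation = compound-protein-antibody incubation 4 h at 22.5 °C | probe or stimulus = Eu donor and XL665 acceptor anti-tag antibodies | read-out = % inhibition based on acceptor/donor emission ratio | signal = TR-FRET 671 and 617 nm emission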
proCasp3 act: procaspase-3 (human) activation | recombinant procaspase-3 D3A, Ac-DEVD-pNA absorbance 405 nm | activation, % at 8.5 µM | actives 0.11% (n = 330,000);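 active means activation above the mean of all tested compounds plus 3 SD, cut at about 21% in these data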;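 further: 0% = DMSO alone and 100% = DMSO wells spiked with extra 5 µM PC-3 D3A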
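Evaluation: percent activation relative to control range; Material: Procaspase-3 D3A mutant, all three cleavage aspartates alanine; Compound: single dose, 8.5 µM nominal compound, 0.8% DMSO; Replication: one well per compound; Signal: absorbance at 405 nm, 0 and 120 min; Schedule: 1 h preincubation plus 2 h reaction at 25 °C.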
JMJD2C inh: inhibitors of human GASC-1 (JMJD2C) demethylase | GST-JMJD2C(1-420) H3K9me3 demethylation, DELFIA europium | inhibition, % at 2.35 µM | AID 2099 | Q9H3R0 | actives 0.069% (n = 330,000);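 active means more than half of a compound's replicate wells show inhibition beyond 50%, single wells judged on their own value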;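 further: signal counts dimethyl H3K9 product captured on neutravidin plate; 0% = median of DMSO wells and 100% = 0.3 times that DMSO median; strong numbers were not always called active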
CTSL1 counter: blocks F. hepatica cathepsin L1 in PFM18AAP counter-screen; recombinant F. hepatica cathepsin L1, Z-Leu-Arg-MCA fluorescence; inhibition, % at 5.96 µM; actives 0.49% (n = 300,000);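 active means inhibition above the mean of all tested compounds plus 3 SD, set per screening campaign, cut at about 17% in these data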;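 further: 0% = plate median of test compound wells and 100% = 1 µM Z-Phe-Ala-diazomethylketone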
* = called active by the depositor; nt = no result given; & = joins results of further samples.

SMILES	PP5 primary	PP1 counter	VLA-4 inh	procasp7 counter	GRK2 aptamer HTS	core dimer inh	proCasp3 act	JMJD2C inh	CTSL1 counter
COc1ccc(NS(=O)(=O)c2cccc(C(=O)NCc3ccccc3CN3CCCC3)c2)cc1	0.3	0.7	-1.5	-9.6	0.0	nt	5.1	-2.0	nt
COc1cc(OC)c(OC)cc1CNC(=O)c1cc(S(=O)(=O)N2CCOCC2)ccc1F	-0.6	-3.6	12.8	8.3	5.0	nt	6.5	-1.3	nt
CCOc1ncccc1C(=O)OCc1ccc(Cl)cc1	2.4	1.9	-8.2	3.1	3.0	-2.6	-1.2	-3.8	2.1
CCc1ccccc1N1CC(C(=O)Nc2cc(C)on2)CC1=O (centres undefined)	1.4	0.0	0.7	4.7	0.0	-7.5	-3.6	5.7	3.0
Cc1cc(-c2ccccc2)nc(N2CCN(c3ccccn3)CC2)n1	6.0	-2.9	-7.7	-10.9	2.0	4.9	-8.1	-10.8	1.4
Cc1ccc(S(=O)(=O)N2CCCC2C(=O)NCc2ccco2)cc1 (centres undefined)	1.9	-2.7	-0.8	3.3	0.0	4.0	3.1	17.0	0.1
Cc1cc(C)n(-c2ccc(C(=O)C(C#N)c3nc4ccccc4n3C)cc2)n1 (centres undefined)	-2.2	-1.2	-7.1	8.0	1.0	2.6	3.3	-9.1	8.2
CC(=O)N=c1c(C#N)cc2c(=O)n3ccccc3nc2n1CCCOC(C)C	-1.4	-3.3	13.3	-2.2	0.0	1.2	-6.4	5.7	-0.6
NC(=O)COC(=O)CC1CC2CCC1C2 (centres undefined)	1.1	-1.0	0.5	0.7	2.0	-2.5	-6.2	-1.4	2.5
COC(=O)c1[nH]c2cc(OC)ccc2c1NC(=O)CCN1CCN(c2cccc(C)c2C)CC1	4.5	-0.2	5.2	0.7	0.0	5.7	3.7	2.8	1.2
Cc1cc(C)n(-c2cc(N3CCOCC3)ncn2)n1	-1.2	-4.1	-2.8	1.8	0.0	-4.0	8.4	-5.0	-1.0
CCN(CC)CCNc1nc2nonc2nc1NCCN(CC)CC	1.9	3.4	-0.2	5.2	0.0	-3.3	1.9	3.0	-4.5
CCSc1nc2sc3c(c2c(=O)n1-c1ccc(OC)cc1)CCN(C)C3	-1.6	6.7	5.6	-13.1	4.0	16.8	-11.4	-19.4	-0.2
SC(COCc1ccccc1)CN1CCN(Cc2ccc3c(c2)OCO3)CC1 (centres undefined)	0.3	25.3*	35.3	6.0	2.0	1.3	8.3	3.9	-1.3
CCOc1ccc(/C=N\NC(=O)c2c(C)nc3cc(C)ccn23)cc1	0.1	-1.7	9.5	-1.9	nt	-2.4	-4.3	2.4	4.9
Cc1ccc(OCCCC(=O)Nc2ccc(N3CCOCC3)cc2)c(C)c1	-0.4	2.3	-5.8	7.5	7.0	11.9	-3.4	-3.9	1.1
O=C(O)CSC(C(=O)Nc1ccc(Br)cc1)c1ccccc1 (centres undefined)	3.4	-4.6	-3.6	5.7	0.0	0.9	4.7	1.4	-2.6
CC(=O)NCCc1nc2cc(NC(=O)c3ccccc3)ccc2n1C	-0.3	0.7	9.2	6.6	0.0	7.8	4.5	0.8	-2.1
CCc1ccc(S(=O)(=O)Nc2nccs2)cc1	-1.6	-1.1	4.5	-4.3	0.0	3.1	4.1	-14.7	-2.0
CCN(C[C@H]1N[C@@](Cc2ccccc2)(C(=O)OC)[C@H]2C(=O)N(Cc3ccccc3)C(=O)[C@@H]12)C(=O)C1CCCCC1	nt	nt	8.8	-6.7	12.0	nt	12.9	nt	nt
CC(=O)c1c(C)n(-c2ccc(Cl)cc2)c2ccc(O)cc12	1.9	-2.4	3.3	-2.1	0.0	8.0	-0.9	-2.9	-3.9
Cc1ccnc(NC(=O)CC(NC(=O)c2ccccc2Cl)c2ccccc2)c1 (centres undefined)	-1.4	-2.2	-1.2	2.1	2.0	-2.6	13.8	-6.4	-4.3
CC(C)C(=O)NNC(=O)CSc1nnnn1C(C)C	0.5	4.8	18.8	7.8	6.0	-1.9	8.2	6.7	-0.2
C=C(C)C(=O)O[C@H]1C/C(C)=C\C(=O)/C=C(\C)[C@H](O)[C@@H]2OC(=O)C(=C)[C@@H]21	0.0	-2.6	6.1	-0.6	8.0	23.6	-2.7	13.7	1.1
COc1ccc(C)cc1NC(=O)CN1C(=O)COc2ccc(S(=O)(=O)N3CCCCC3)cc21	1.9	3.5	-1.8	-1.3	2.0	8.5	1.1	8.5	-0.7
COc1ccccc1NC(=O)c1cnc2n(c1=O)CCS2	-0.9	-4.8	-0.6	6.3	3.0	1.5	4.0	0.3	2.0
CC(=O)c1ccc(NC(=O)/C(Cl)=C/c2ccccc2)cc1	-2.8	4.3	2.6	0.8	0.0	1.7	1.7	0.3	7.2
Cc1c(NC(=O)CSc2nnnn2-c2ccc(F)cc2)c(=O)n(-c2ccccc2)n1C	0.3	-5.2	11.3	10.5	2.0	-5.6	-0.8	-1.4	-4.1
CC(O)C(C(=O)OCc1ccc([N+](=O)[O-])cc1)N1C(=O)c2ccccc2C1=O (centres undefined)	1.9	-1.1	5.8	-2.9	0.0	2.0	-4.3	-3.8	0.9
COc1cccc(-c2noc(C3CCCN(C(=O)Cc4ccccc4)C3)n2)c1 (centres undefined)	1.0	-2.4	0.2	-1.4	0.0	2.4	0.3	nt	-3.0
Cn1nnnc1NC(=O)c1ccccc1Cl	0.8	-3.0	-2.3	-0.8	3.0	1.7	-4.2	-10.4	-3.9
C=CC[C@@H](Cc1ccc(F)cc1)C(=O)OC[C@@H]1CCCN1C(=O)[C@@H](CC=C)CC(=O)N[C@@H](CO)Cc1ccccc1	nt	nt	14.4	11.3	2.0	nt	-7.4	-4.7	nt
Cc1cc(Cl)cc2c1NC(=O)[C@]21[C@@H]2C(=O)N(Cc3ccccc3)C(=O)[C@@H]2[C@@H]2CCCN21	1.2	-1.3	-12.0	10.3	3.0	24.5	-1.3	13.0&7.4	-1.5
CC(NS(=O)(=O)c1cc(C(F)(F)F)ccc1Cl)C(=O)N(C)C1CCN(C)CC1 (centres undefined)	nt	nt	6.6	6.3	0.0	nt	11.9	2.2	nt
COc1ccc(CCN2CC(C(=O)NCCc3ccccc3C(F)(F)F)CCC2=O)cc1 (centres undefined)	-0.7	-3.6	-5.0	3.1	0.0	1.9	4.4	8.3	-3.3
Cc1ccc(S(=O)(=O)N(C)c2ccc(NS(C)(=O)=O)cc2)cc1	-2.1	-2.1	-1.9	6.0	0.0	-5.1	6.2	44.1	-6.7
COc1ccc2[nH]cc(CCCN3C(=O)c4ccccc4C3=O)c2c1	1.5	0.4	-0.8	2.5	0.0	1.3	-3.5	2.2	-1.1
Cc1ccc(NC(=O)CN(C)C(=O)c2cccc(S(=O)(=O)NCc3ccccc3)c2)cc1	-1.1	-4.8	33.8	7.3	91.0*	1.0	11.8	4.5	0.5
COc1ccccc1N1CCN(C(=O)c2cc(-c3ccccc3)on2)CC1	2.6	0.7	-6.0	-10.7	3.0	-0.8	6.0	7.6	6.4
NNC(=O)Cn1c(-c2ccccn2)nc2ccccc21	2.4	10.7	39.4	6.6	0.0	-1.3	6.0	0.8	-0.7
CN(Cc1cccnc1)C(=O)CC1C(=O)NCCN1CC(c1ccccc1)c1ccccc1 (centres undefined)	0.2	-6.2	8.1	-1.5	0.0	-2.9	7.7	-6.2	-10.3
Cc1nn(C)cc1CNC(=O)CCC(=O)O	-0.4	-3.0	0.3	-0.6	1.0	2.0	-0.6	8.9	0.3
NC(=O)c1ccc(NC(=O)COC(=O)CCSc2ccccc2)cc1	-3.0	0.5	2.4	10.5	1.0	-4.9	5.2	3.0	-67.2
Cc1ccc(/C=N/NC(=O)c2nnn(-c3nonc3N)c2CSc2ccc(Cl)cc2)o1	2.6	0.4	4.6	0.1	2.0	4.8	2.5	10.8	3.8
CCNC(=S)N(CCN(CC)CC)Cc1cc2cc3c(cc2[nH]c1=O)OCO3	4.8	-3.1	19.5	2.6	0.0	1.8	1.8	-19.6	3.2
CSc1c(CN2CCN(C)CC2)c2ccccc2n1C	-0.6	-2.1	2.2	4.0	0.0	-2.8	-3.7	10.3	3.9
COc1cc(/C=C(/NC(=O)c2ccc(Cl)cc2Cl)C(=O)O)cc(OC)c1OC	-0.2	1.6	-0.2	14.9	2.0	-1.3	-2.5	7.6	-0.1
COc1ccc(Br)cc1C(=O)Nc1ccccc1N1CCN(C(=O)c2ccccc2)CC1	1.9	1.6	-1.5	6.7	0.0	13.6	2.8	-4.1	-0.3
CCCC(=O)N(CCN1CCOCC1)c1nc2c(C)ccc(C)c2s1	5.0	-2.3	6.4	10.8	8.0	-2.9	-4.2	2.2	2.4
CN(C)CCNC(=O)Cn1ccc2cc(S(=O)(=O)N3CCCCC3)ccc21	-0.9	-1.9	1.7	4.7	1.0	-2.8	12.2	-4.8	-2.1
COC(=S)Nc1cccc(C(F)(F)F)c1	0.8	-4.4	4.7	9.2	1.0	-1.2	5.9	-0.8	-2.0
CC(C)c1ccc(NC(=O)COc2nnc(-c3cccs3)c(-c3cccs3)n2)cc1	2.2	4.0	1.8	7.1	3.0	39.3	7.0	-28.6	-0.4
O=C(CN1C(=O)NC2(CCCC2)C1=O)OCCOc1cccc(Br)c1	3.7	-1.8	-4.3	-6.8	2.0	-8.3	-12.2	-6.7	-6.1
Cc1ccccc1CSc1nnc(-c2ccncc2)n1C	3.7	-2.4	-0.4	14.1	0.0	-4.6	5.0	-4.3	-5.6
COc1ccc(C2CC(c3cccs3)=NN2C(=O)CSc2nnnn2C)cc1OC (centres undefined)	-0.2	0.0	-7.9	-9.8	0.0	-3.0	-1.8	0.8	2.5
COc1cc(OC)c(NC(=S)Nc2cc(Cl)cc(Cl)c2)cc1Cl	1.4	1.9	-4.4	-10.2	0.0	5.0	-10.0	0.1	0.8
COc1ccc(N2C(S)=C(C#N)C(=O)NC23CCCCC3)cc1	-2.1	0.3	6.6	-12.2	4.0	-7.3	-0.2	1.7	9.0
O=C(NCc1ccco1)c1ccc(S(=O)(=O)c2cccc(S(=O)(=O)N3CCOCC3)c2)cc1	3.3	-1.9	8.6	-4.6	0.0	3.0	-1.4	-31.8	4.0

One compound at a time, as listed above:
Profile of CCOc1ncccc1C(=O)OCc1ccc(Cl)cc1 = PP5 primary: 2.4; PP1 counter: 1.9; VLA-4 inh: -8.2; procasp7 counter: 3.1; GRK2 aptamer HTS: 3.0; core dimer inh: -2.6; proCasp3 act: -1.2; JMJD2C inh: -3.8; CTSL1 counter: 2.1
Profile of COC(=S)Nc1cccc(C(F)(F)F)c1 = PP5 primary: 0.8; PP1 counter: -4.4; VLA-4 inh: 4.7; procasp7 counter: 9.2; GRK2 aptamer HTS: 1.0; core dimer inh: -1.2; proCasp3 act: 5.9; JMJD2C inh: -0.8; CTSL1 counter: -2.0
